Source: PubChem BioAssay
core dimer inh – HCV core protein dimerization inhibition; TR-FRET GST/Flag-core106 dimerization, 1536-well; inhibition, % at 5 µM; 300,000 compounds, 0.33% hits; AID 1899;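 active = inhibition above the mean of all tested compounds plus 3 SD, set per screening campaign, cut at about 45% in these data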
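System – GST-tagged and Flag-tagged HCV core protein residues 1-106 · Repeats – one well for each compound · Technique – TR-FRET 671 and 617 nm emission · Doses – one concentration, 5 µM, in 0.5% DMSO · Times – 4 h, 22.5 °C incubation · Also added – Eu donor and XL665 acceptor anti-tag antibodies · Measure – percent inhibition of core106 dimerization signal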
TPT1 inh – inhibitors of Candida albicans tRNA 2'-phosphotransferase TPT1. recombinant caTPT1, FP RNA substrate dephosphorylation. inhibition, % at 5 µM. 300,000 compounds, 0.81% hits. AID 1962;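 active = inhibition above the mean of all tested compounds plus 3 SD, set per screening campaign, cut at about 24% in these data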;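 note: plate controls were DMSO alone for no effect and ferristatin control at 100 nM for full effect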
Fh CTSL1 inh – blocks F. hepatica cathepsin L1 in PFM18AAP counter-screen; inhibition, % at 5.96 µM; recombinant F. hepatica cathepsin L1, Z-Leu-Arg-MCA fluorescence; AID 1906; 300,000 compounds, 0.49% hits;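 active = inhibition above the mean of all tested compounds plus 3 SD, set per screening campaign, cut at about 17% in these data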;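 note: 0% = plate median of test compound wells and 100% = 1 µM Z-Phe-Ala-diazomethylketone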
PP5 primary – blocks human protein phosphatase 5 activity; P53041; 320,000 compounds, 0.18% hits; inhibition, % at 6.7 µM; purified PP5c, OMFP substrate fluorescence;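 active = inhibition above the campaign's mean inhibition across all tested compounds plus 3 SD, cut at about 9.5% in these data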;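 note: 0% = DMSO only and 100% = 100 µM cantharidin control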
Target sequence (P53041 whole entry, looked up): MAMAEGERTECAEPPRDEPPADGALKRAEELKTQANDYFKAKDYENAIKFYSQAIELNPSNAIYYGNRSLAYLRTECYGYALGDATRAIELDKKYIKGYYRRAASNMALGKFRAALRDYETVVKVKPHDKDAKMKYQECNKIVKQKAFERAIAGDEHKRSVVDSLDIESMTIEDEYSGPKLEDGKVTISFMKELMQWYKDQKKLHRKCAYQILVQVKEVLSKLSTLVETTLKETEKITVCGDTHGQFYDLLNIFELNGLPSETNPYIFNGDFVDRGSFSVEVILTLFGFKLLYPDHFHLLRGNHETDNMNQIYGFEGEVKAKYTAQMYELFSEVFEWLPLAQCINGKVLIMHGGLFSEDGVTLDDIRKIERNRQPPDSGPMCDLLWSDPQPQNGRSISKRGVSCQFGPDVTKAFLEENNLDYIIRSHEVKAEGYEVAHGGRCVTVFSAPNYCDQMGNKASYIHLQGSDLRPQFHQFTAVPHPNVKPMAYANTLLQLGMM
CR mimetic SO – caloric restriction mimetics inhibiting age-related superoxide in yeast; S. cerevisiae aged cells, superoxide DHE fluorescence; stronger effect = lower value; superoxide response (% of plate mean), % at 10 µM; 330,000 compounds, 0.18% hits; AID 2690;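 active = superoxide response under a set limit, about three screen SD below normal, cut at about 65% in these data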;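 note: yeast aged for seven days with compound at 30 °C before DHE staining; 100% = average MFI of all compound-treated wells on the plate with controls excluded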
EBNA-1 inhibitor – blocks EBNA-1 binding to DNA. EBNA-1 DNA binding, fluorescence polarization. 300,000 compounds, 0.34% hits. AID 1950. inhibition, % at 14.8 µM; in the data active = inhibition above about 28%
ZTA DNA inh – counter-screen for EBNA-1 inhibitors: inhibitors of Epstein-Barr virus ZTA; P03206; ZTA-DNA binding, fluorescence polarization; inhibition, % at 11 µM; 320,000 compounds, 0.15% hits; in the data active = inhibition above about 33%
Target sequence (P03206 whole entry, looked up): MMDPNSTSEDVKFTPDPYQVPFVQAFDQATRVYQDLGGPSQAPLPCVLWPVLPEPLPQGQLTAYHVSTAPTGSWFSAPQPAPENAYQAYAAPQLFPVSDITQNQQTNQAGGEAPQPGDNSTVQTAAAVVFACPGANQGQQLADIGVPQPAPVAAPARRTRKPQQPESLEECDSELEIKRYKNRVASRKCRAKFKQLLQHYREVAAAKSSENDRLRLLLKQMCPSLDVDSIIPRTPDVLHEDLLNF
PP1 counter – PP1-alpha (human) inhibition in PP5 counter-screen; inhibition, % at 6.7 µM; 320,000 compounds, 0.9% hits; purified PP1alpha, OMFP fluorescence; P62136;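 active = inhibition above the mean inhibition of all tested compounds plus 3 SD, computed separately for each screening campaign, cut at about 15% in these data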
Target sequence (P62136 whole entry, looked up): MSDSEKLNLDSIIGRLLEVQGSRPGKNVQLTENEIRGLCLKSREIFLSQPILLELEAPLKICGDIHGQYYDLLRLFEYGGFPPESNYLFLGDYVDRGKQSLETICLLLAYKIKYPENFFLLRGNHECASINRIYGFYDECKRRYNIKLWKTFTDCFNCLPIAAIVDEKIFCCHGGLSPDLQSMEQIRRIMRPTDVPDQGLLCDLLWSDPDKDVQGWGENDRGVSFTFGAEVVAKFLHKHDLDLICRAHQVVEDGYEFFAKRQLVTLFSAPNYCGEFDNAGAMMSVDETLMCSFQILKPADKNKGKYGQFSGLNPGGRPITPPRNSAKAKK
JMJD2C inh – inhibitors of human GASC-1 (JMJD2C) demethylase | GST-JMJD2C(1-420) H3K9me3 demethylation, DELFIA europium | 330,000 compounds, 0.069% hits | inhibition, % at 2.35 µM | AID 2099;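 active = more than half of a compound's replicate wells show inhibition beyond 50%, single wells judged on their own value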;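 note: signal counts dimethyl H3K9 product captured on neutravidin plate; 0% = median of DMSO wells and 100% = 0.3 times that DMSO median; strong numbers were not always called active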
* marks the source's active call; other numbers are inactive results; . = not tested or not shown.

SMILES	core dimer inh	TPT1 inh	Fh CTSL1 inh	PP5 primary	CR mimetic SO	EBNA-1 inhibitor	ZTA DNA inh	PP1 counter	JMJD2C inh
O=C(O)CCc1nn2c3ccccc3n(CCN3CCCCC3)c2nc1=O	0	-1	1	0.7	121	6	6	2	7
CC(C)Oc1ccc(S(=O)(=O)N2CCOCC2)cc1NC(=O)CC1CCCC1	.	.	.	1.5	82	.	-8	0	8
CCn1c(SCC(=O)Nc2nc(-c3ccccc3)cs2)nnc1-c1ccccc1	16	2	-2	2.4	127	-12	2	10	-1
Clc1ccc(-c2nc3n(n2)Cc2ccccc2-3)cc1	0	1	4	-1.6	98	1	-2	-5	-26
O=C(OCC(=O)N1CCCC1)c1cc(Cl)ccc1Cl	-6	2	-1	3.3	99	-21	-2	1	-5
O=C(NCc1ccc(F)cc1)C(c1ccccc1)N(C(=O)c1csnn1)C1CC1 (stereo not drawn)	0	1	0	1.2	94	-2	7	-2	-35
COC(=O)c1c(C)[nH]c(C(=O)/C=C/c2ccccc2F)c1C	-2	-2	-5	0.7	99	6	-5	0	-4
O=C(NCCc1cccs1)C1CCC(=O)N(CCc2cccc(F)c2)C1 (stereo not drawn)	-7	-2	-1	-1.1	113	-9	12	4	9
CCOC(=O)c1nc(C)c(C(C)=O)s1	-4	6	-5	1.1	107	-2	6	1	-21
COc1cc(NC(=O)CN(C)C2CCCCC2)c(C)cc1[N+](=O)[O-]	3	4	-1	-1.9	77	-3	9	-5	1
COc1ccc(C(=O)NC(=S)NCc2ccco2)cc1Br	-20	-6	7	0.8	88	10	-8	2	5
CCOc1cccc(C(=O)NC(=S)Nc2ccc(N3CCCC3)cc2)c1	10	0	-4	0.9	107	-12	-9	-9	-6
CCn1c(SCc2ccccc2)nc2cc(S(N)(=O)=O)ccc21	-2	2	-1	3.0	94	1	-7	2	9
COCCn1c(SCC(=O)Nc2cccc(OC)c2)nnc1-c1ccccc1	-1	-1	1	1.1	86	4	3	1	-20
COc1ccc(N(CC(=O)NCc2ccco2)S(C)(=O)=O)cc1Cl	1	1	1	1.9	104	4	2	-4	5
O=C(CCc1nnc(C2CCCCC2)o1)NCc1cccc(-n2cccn2)c1	-4	-4	-4	-0.1	113	-7	-7	2	23
COc1ccc(OCC(=O)NS(=O)(=O)c2ccc(Cl)cc2)cc1	-8	-1	-2	-1.1	117	7	2	0	6
O=C(OCc1ccccn1)c1ccc(COc2ccccc2Cl)o1	0	1	8	-0.9	96	-3	-6	-3	-1
COc1cccc(NC(=O)C2CCN(S(=O)(=O)c3ccc4[nH]c(=O)ccc4c3)CC2)c1	-9	2	3	6.5	102	5	10	-1	10
CCn1cc(CN2N=C(C)CC2c2ccccc2)c(C)n1 (stereo not drawn)	6	1	2	-1.9	106	-5	10	-3	-12
Cc1ccc(C(=O)c2sc(Nc3ccccc3)c(C#N)c2N)cc1	2	-3	1	6.2	92	4	3	1	-10
COC(=O)c1c(-c2ccccc2)c[nH]c1C	-2	-2	7	0.4	94	5	1	-3	6
Cc1ccc(NCc2nc3ccccc3n2C)cc1C	-12	1	-2	0.1	98	-12	8	-2	11
CC12CCCC[C@@H]1CCC1C2CCC2(C)C1CC[C@@]2(O)CNCCO (stereo partly drawn)	-4	0	-3	0.7	89	-9	-7	7	21
CCOc1ccc(C2CC(=O)NC(SC)=C2C#N)cc1 (stereo not drawn)	3	0	1	-0.5	100	3	-1	2	0
CC(C)(C)c1ccccc1NC(=O)c1c(O)c2cccc3c2n(c1=O)CC3	2	-2	4	0.7	114	-5	-9	6	-1
CCN(CC)c1ccc(NC(=O)Nc2ccc(C(C)=O)cc2)cc1	-42	-4	-2	1.3	106	-12	7	3	-16
CN1C2CCC1CC(NS(=O)(=O)c1cc(Cl)c(Cl)cc1Cl)C2 (stereo not drawn)	-4	2	-3	4.7	114	4	-11	-1	-4
Cc1ccc(N2CC(NC(=O)C(=O)c3c(C)[nH]c4ccccc34)CC2=O)cc1 (stereo not drawn)	2	5	10	0.4	96	-11	0	-6	5
CCn1c(SCc2ccc(C(=O)Nc3nccs3)cc2)nnc1-c1ccc(NC(C)=O)cc1	1	-6	-3	2.6	105	0	-11	-3	14
O=C(Nc1nc2ccc([N+](=O)[O-])cc2s1)c1ccco1	18	8	1	-2.2	100	4	-16	0	4
Cc1ccccc1OCCCC(=O)Nc1ccc2c(c1)OCO2	6	2	0	2.3	83	-2	7	-2	4
COc1ccc(N2CCN(C(=O)c3cccnc3)CC2)c([N+](=O)[O-])c1	-1	3	3	0.2	98	1	-6	-1	-3
COc1cc(OC)cc(C(=O)OCC(=O)NC2CCCCCC2)c1	.	.	.	2.0	98	.	3	-7	.
CC(OC(=O)C1CCN(S(=O)(=O)c2ccc(Cl)cc2)CC1)C(=O)NC1CCCCC1C (stereo not drawn)	-2	-1	1	-0.8	100	2	1	-1	0
CCn1c(-c2ccc(OC)c(OC)c2)n[nH]c1=S	-2	2	8	0.0	111	6	-6	6	-1
COc1ccc(C)cc1S(=O)(=O)N(CC(=O)NCc1ccc(Cl)cc1)Cc1ccccc1	0	-2	-2	4.3	90	6	2	0	-9
CCN(C(=O)c1cc2c(=O)[nH]c3ccc(C)cc3c2s1)c1ccccc1C	19	-1	1	-1.1	116	-8	10	-2	-3
CC(C)=CC(=O)OCC(=O)NC1CCCc2ccccc21 (stereo not drawn)	-8	-1	-4	0.2	91	-11	-10	3	1
Cc1oc(-c2cccc(Cl)c2)nc1CS(=O)(=O)CC(=O)NCCN1CCOCC1	-8	3	-2	2.5	85	-1	0	0	5
CCOc1ccccc1CN1CCC(N2CCOCC2)CC1	4	0	-6	0.5	93	7	7	0	-1
COCCNc1nc2nonc2nc1N1CCC(N(C)C)C1 (stereo not drawn)	5	-3	1	1.4	122	5	12	0	3
O=C(NC1CCCC1)C1CC(=O)N(c2ccc(F)c(Cl)c2)C1 (stereo not drawn)	0	-1	0	-3.4	104	-9	-2	-4	.
N#C/C(=N\Nc1ccc(S(=O)(=O)N2CCOCC2)cc1)C(N)=S	-10	4	2	2.4	93	-6	-10	1	8
C/C(=N\OCc1cccc(C(=O)O)c1)c1ccc(Cl)cc1	2	-2	-2	-0.8	119	3	-3	4	-2
Cc1nn(-c2ccccn2)c2c1C(c1ccccc1Cl)C1=C(N2)c2ccccc2C1=O (stereo not drawn)	2	1	4	-1.2	88	-1	0	4	12
COc1cc2c(cc1OC)CN(C(=O)Cc1ccccc1)CC2	-5	3	-3	1.0	109	9	-1	3	10
COc1ccccc1C(=O)Nc1ccc(Nc2ccccc2)cc1	12	3	-2	-0.5	101	0	4	0	12
CCOC(=O)C(Sc1ncn[nH]1)c1ccccc1 (stereo not drawn)	-1	-1	2	0.6	147	0	-7	-2	9
COc1ccc(C2NCCC3(O)CCCCC23)c(OC)c1OC (stereo not drawn)	-3	-4	-2	1.7	93	2	-6	-3	-47
CCNS(=O)(=O)c1ccc(CCC(=O)NCc2ccccn2)cc1	-15	-4	-5	0.4	102	2	-8	-1	16
Cn1c(=O)[nH]c(=O)c2c1nc(Br)n2CCSc1nc2ccccc2o1	-4	-3	6	-0.3	109	3	9	-2	-2
COc1ccc(CNC(=O)c2cc(S(=O)(=O)N3CCCC3)cn2C)cc1	-6	-3	3	-0.3	87	-5	5	0	0
COc1ccc(Nc2cc(C)nc3ncnn23)c(OC)c1	-2	0	2	0.6	97	10	7	-2	4
C#CCOCCOCCOCCNc1nc(N2CCN(C(=O)CCCCCCCCCCNC(=O)[C@H](CCCCN)n3cc(CCO)nn3)CC2)nc(N2CCN(C(=O)CCCCCCCCCCNC(=O)[C@H](CCCCN)n3cc(C[C@@H](C)CC)nn3)CC2)n1	15	2	1	5.0	108	13	55*	41*	38
COc1ccc(OC)c(S(=O)(=O)n2nnc3cc(Cl)ccc32)c1	-3	0	-5	-0.3	102	2	23	-8	13
CCOC(=O)N1CCN(C(=O)C2CCN(S(=O)(=O)c3ccccc3)CC2)CC1	-4	2	-1	2.0	107	-7	3	2	-3
CCOC(=O)C1CCN(C(=O)c2cc3cc(Cl)ccc3[nH]2)CC1	2	-1	0	2.0	86	-2	-23	-3	-1
COCCN(CC(=O)Nc1cccc(C)c1C)C(=O)c1cc(S(=O)(=O)N2CCCC2)ccc1C	.	.	.	-0.2	110	.	0	-2	1
CCCCN(CC)C(=O)Cn1cnc2ccc(S(=O)(=O)N3CCC(C)CC3)cc2c1=O	6	-5	9	1.0	83	-8	2	0	1
CCCOc1ccc(N2C(=O)CC(NCCNc3ccc(S(=O)(=O)CC)cc3)C2=O)cc1 (stereo not drawn)	11	3	0	0.4	87	4	11	0	-38
COc1ccc2oc(C(=O)OCC(=O)N3CCCCC3)c(C)c2c1	4	2	4	2.6	98	0	-12	-1	3

Nothing new here: entries from further up.
SMILES	core dimer inh	TPT1 inh	Fh CTSL1 inh	PP5 primary	CR mimetic SO	EBNA-1 inhibitor	ZTA DNA inh	PP1 counter	JMJD2C inh
CCOc1ccccc1CN1CCC(N2CCOCC2)CC1	4	0	-6	0.5	93	7	7	0	-1
COCCNc1nc2nonc2nc1N1CCC(N(C)C)C1 (stereo not drawn)	5	-3	1	1.4	122	5	12	0	3

A draw from above in order of count of non-hydrogen atoms, largest number first:
SMILES	core dimer inh	TPT1 inh	Fh CTSL1 inh	PP5 primary	CR mimetic SO	EBNA-1 inhibitor	ZTA DNA inh	PP1 counter	JMJD2C inh
C#CCOCCOCCOCCNc1nc(N2CCN(C(=O)CCCCCCCCCCNC(=O)[C@H](CCCCN)n3cc(CCO)nn3)CC2)nc(N2CCN(C(=O)CCCCCCCCCCNC(=O)[C@H](CCCCN)n3cc(C[C@@H](C)CC)nn3)CC2)n1	15	2	1	5.0	108	13	55*	41*	38
COCCN(CC(=O)Nc1cccc(C)c1C)C(=O)c1cc(S(=O)(=O)N2CCCC2)ccc1C	.	.	.	-0.2	110	.	0	-2	1
CCCOc1ccc(N2C(=O)CC(NCCNc3ccc(S(=O)(=O)CC)cc3)C2=O)cc1 (stereo not drawn)	11	3	0	0.4	87	4	11	0	-38
CCCCN(CC)C(=O)Cn1cnc2ccc(S(=O)(=O)N3CCC(C)CC3)cc2c1=O	6	-5	9	1.0	83	-8	2	0	1
CCOC(=O)N1CCN(C(=O)C2CCN(S(=O)(=O)c3ccccc3)CC2)CC1	-4	2	-1	2.0	107	-7	3	2	-3
COc1ccc(CNC(=O)c2cc(S(=O)(=O)N3CCCC3)cn2C)cc1	-6	-3	3	-0.3	87	-5	5	0	0
Cn1c(=O)[nH]c(=O)c2c1nc(Br)n2CCSc1nc2ccccc2o1	-4	-3	6	-0.3	109	3	9	-2	-2
CCNS(=O)(=O)c1ccc(CCC(=O)NCc2ccccn2)cc1	-15	-4	-5	0.4	102	2	-8	-1	16
COc1cc2c(cc1OC)CN(C(=O)Cc1ccccc1)CC2	-5	3	-3	1.0	109	9	-1	3	10
CCOc1ccccc1CN1CCC(N2CCOCC2)CC1	4	0	-6	0.5	93	7	7	0	-1
C/C(=N\OCc1cccc(C(=O)O)c1)c1ccc(Cl)cc1	2	-2	-2	-0.8	119	3	-3	4	-2
CCOC(=O)C(Sc1ncn[nH]1)c1ccccc1 (stereo not drawn)	-1	-1	2	0.6	147	0	-7	-2	9

Outcome played no part in choosing rows. Share with any hit: about 3.1%.
